Bioassay records: PubChem, National Center for Advancing Translational Sciences (NCATS)
D3 antag: antagonists of human D3 dopamine receptor | D3R cells, DiscoveRx beta-arrestin luminescence, antagonist mode; stronger effect = lower value | max response, negative = inhibition, % | 2.5% of 360,000 active; in the data active means max response below about -50%; inconclusive means no clear call, values can overlap the other calls; further: on the % scale 0 is the no-effect control and ±100 the full control effect; mostly tested at two doses, the higher about 12 µM
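Cells plated overnight at 1500 cells/well, then exposed to library compounds with dopamine controls for 90 minutes at 37 degrees C. DiscoveRx reagent added for 30–60 minutes at room temperature; luminescence read, quantitative HTS format.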
Abeta rescue: restores growth of yeast expressing A-beta42 peptide. AID 1347071. yeast expressing A-beta42, growth rescue, OD600, 48 h; response scale: 0% DMSO, 100% iron-clioquinol control. Potency, µM (top dose mostly 46.1 µM), without a hit: at the top dose growth rescue, actives largely listed as activators. 0.063% of 410,000 active; further: potency means the concentration at half of the fitted maximal effect; nearly all actives have a fitted effect of over 55% in size
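Growth rescue measured by 600 nm absorbance after 48 h yeast culture at 30 C with compound. Values normalized between DMSO and an equimolar ferric chloride plus clioquinol control.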
FUS yeast rescue: rescues growth of FUS-expressing yeast | Potency, µM (doses to about 76.6 µM), for inactives: at the top dose growth rescue (activation), most hits filed as activators | 0.24% of 390,000 active | AID 1347120 | S. cerevisiae FUS-expressing, growth rescue, OD600, 24 h;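 further: potency means the concentration at half of the fitted maximal effect; plate controls were DMSO vehicle for no effect and reference control for full effect; nearly all actives have a fitted effect of over 55% in size; some results filed as inactive show a strong effect at the top dose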
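Restored growth of FUS-toxic S. cerevisiae, read as 600 nm absorbance after 24 h at 30C in galactose medium (starting OD 0.005). Controls CP55940 and DMSO.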
aSyn yeast inh: inhibitors of alpha-synuclein toxicity in yeast; Yeast expressing alpha-synuclein, growth rescue, BacTiter-Glo, 24 h; Potency, µM (doses to about 46.1 µM), inactives show at the top dose growth rescue (activation), most hits filed as activators; 0.14% of 370,000 active; AID 652106; further: potency means the concentration at half of the fitted maximal effect; % of control where 0% means no effect; nearly all actives have a fitted effect of over 65% in size
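Screening used galactose-induced yeast with toxic alpha-synuclein levels, exposed to compound for 24 hr at 30 deg C. Cell growth, read with BacTiter-Glo luminescence, gave the measured signal.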
EPAC2 antag: antagonists of human EPAC2; Q8WZA2; EPAC2 GEF exchange of Rap1B-BODIPY-GDP, fluorescence; 0.18% of 360,000 active; AID 720708; Potency, µM (doses to about 114 µM), inactives show at the highest dose activity, negative = inhibition, hits mostly inhibitors; further: potency means the concentration at half of the fitted maximal effect; on the % scale 0 is the no-effect control and ±100 the full control effect; nearly all actives have a fitted effect of over 45% in size; many of its hits are not listed in these tables
Target sequence (Q8WZA2 whole entry, looked up): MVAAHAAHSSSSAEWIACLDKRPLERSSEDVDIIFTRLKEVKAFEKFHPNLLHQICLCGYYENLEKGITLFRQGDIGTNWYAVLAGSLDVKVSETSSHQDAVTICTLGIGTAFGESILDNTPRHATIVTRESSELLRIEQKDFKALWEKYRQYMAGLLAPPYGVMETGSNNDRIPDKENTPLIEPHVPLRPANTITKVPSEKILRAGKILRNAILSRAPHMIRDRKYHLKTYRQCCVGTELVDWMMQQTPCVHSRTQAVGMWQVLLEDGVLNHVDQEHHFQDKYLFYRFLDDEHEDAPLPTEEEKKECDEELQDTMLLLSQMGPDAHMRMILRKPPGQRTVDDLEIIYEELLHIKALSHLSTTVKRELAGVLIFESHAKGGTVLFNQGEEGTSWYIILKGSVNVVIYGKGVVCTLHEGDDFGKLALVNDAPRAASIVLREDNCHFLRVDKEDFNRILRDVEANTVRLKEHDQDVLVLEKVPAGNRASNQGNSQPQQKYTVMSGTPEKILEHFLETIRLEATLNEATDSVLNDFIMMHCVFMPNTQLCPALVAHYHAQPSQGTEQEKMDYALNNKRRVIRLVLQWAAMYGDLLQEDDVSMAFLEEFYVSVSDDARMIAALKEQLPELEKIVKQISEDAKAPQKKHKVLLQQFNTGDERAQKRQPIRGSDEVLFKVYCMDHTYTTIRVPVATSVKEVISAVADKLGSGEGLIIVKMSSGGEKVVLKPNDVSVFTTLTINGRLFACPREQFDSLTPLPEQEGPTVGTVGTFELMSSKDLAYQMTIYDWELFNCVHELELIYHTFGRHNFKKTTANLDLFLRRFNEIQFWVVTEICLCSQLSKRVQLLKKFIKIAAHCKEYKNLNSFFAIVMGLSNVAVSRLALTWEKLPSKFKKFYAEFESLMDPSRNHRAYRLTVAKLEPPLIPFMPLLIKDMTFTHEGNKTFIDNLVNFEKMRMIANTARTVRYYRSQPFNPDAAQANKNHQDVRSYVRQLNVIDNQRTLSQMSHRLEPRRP
D3 ag: activates the human D3 dopamine receptor | P35462 | D3R DiscoveRx beta-arrestin cells, luminescence, 90 min | max activation, % | 0.58% of 410,000 active; in the data active means max activation above about 30%; further: 0% is about no effect; mostly tested at two doses, the higher about 12 µM
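Agonist mode: compounds and dopamine controls were applied to plated cells for 90 min at 37 degrees C after an overnight attachment at 1500 cells/well. Luminescent read-out followed 30 - 60 minutes at room temperature with DiscoveRx detection reagent.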
EPAC2 agonist: EPAC2 (human) agonism; Q8WZA2; EPAC2 activation, biochemical qHTS; response scale: 100% = 6.5 mM cAMP response; Potency, µM (highest dose often 154 µM), for inactives: top-dose activation, hits mostly activators; 0.079% of 360,000 active; AID 720711; further: potency means the concentration at half of the fitted maximal effect; nearly all actives have a fitted effect of over 50% in size
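qHTS, titration series. 100 nM EPAC2 / 250 nM Rap1B-BODIPY-GDP / 50 uM GDP; RT; ex 480/em 540 nm, 5-min reads to 30 min. Norm. to 6.5 mM cAMP = activation.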
TDP-43 yeast inh: rescues yeast growth from TDP-43 toxicity; TDP-43 expressing yeast growth rescue, BacTiter-Glo, 24 h; Potency, µM (titrated, usually from 46.1 µM), for inactives: top-dose growth rescue (activation), hits mostly activators; 1.8% of 410,000 active; AID 652104; further: potency means the concentration at half of the fitted maximal effect; % of control where 0% means no effect; nearly all actives have a fitted effect of over 50% in size
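Galactose-induced TDP-43 yeast, OD600=0.02, compound pinned; 24 hr, 30 deg C; BacTiter-Glo luminescence for growth. Inhibitors of TDP-43 toxicity read as activators.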
* = called active by the depositor; ? = inconclusive; . = no result given; [ ] = dose if it differs, or a comment. Unless noted, the call rests on the fitted dose curve; in most records, active means well fitted curve in the direction sought with a large enough effect; inconclusive means small, poorly fitted or top-dose-only effect, or another doubt; inactive means no such curve, though single readings can be large; an effect the other way counts as inactive or inconclusive.

Each structure is followed by: D3 antag	Abeta rescue	FUS yeast rescue	aSyn yeast inh	EPAC2 antag	D3 ag	EPAC2 agonist	TDP-43 yeast inh
CC(=O)Nc1cccc(C(=O)N2CCC(n3nccc3NC(=O)CC(C)C)CC2)c1
 : 2	-3%	.	0%	2%	5	-5%	14%
CCn1cc(S(=O)(=O)c2ccc(OC)cc2)c(=O)c2cc(F)c(N3CCC(C)CC3)cc21
 : .	-8%	-4%	.	.	7	.	1%
CCCN(CCC)C(=O)C1CCCN(c2ncnc3onc(-c4ccc(F)cc4)c23)C1 (stereo unspecified)
 : .	-1%	-14%	.	.	7	.	8%
COc1ccccc1CNC(=O)c1cnc2sccn2c1=O
 : -5	0%	-23%	-2%	4%	2	13%	1%
O=C1NC[C@H](CCCCN2C[C@H](Cc3ccc(O)cc3)N(CCc3ccccc3)C(=O)C2=O)N(CCC2CCCCC2)C1=O
 : 0	0%	31%	6%	-3%	1	-6%	7%
CN1CCN(c2ccc(CNC(=O)C3Cc4c(-c5ccc(Cl)cc5)ccnc4O3)cc2)CC1 (stereo unspecified)
 : -56*	-20%	30%	-5%	-2%	-28	-2%	-22%
CC(C)CNC(=S)NNC(=O)c1csc2ccccc12
 : -66*	-8%	35%	1%	-6%	-27	3%	20%
C=CCn1c(-c2ccc(OC)cc2)nc2ccccc21
 : -7	8%	-12%	-12%	3%	5	-4%	-8%
COc1ccc(Br)c(C(=O)N2CCN(S(=O)(=O)c3cccs3)CC2)c1
 : 11	5%	11%	11%	0%	15	8%	19%
Cc1cc(NC(=O)c2csc([C@@H]3O[C@H](CO)[C@H](O)[C@H](O)[C@H]3O)n2)n(C)n1
 : 0	-22%	-17%	-4%	-5%	-6	9%	7%

More compounds:
Each structure is followed by: D3 antag	Abeta rescue	FUS yeast rescue	aSyn yeast inh	EPAC2 antag	D3 ag	EPAC2 agonist	TDP-43 yeast inh
Cc1nnc(SCC(=O)Nc2nsc(-c3ccccc3)n2)s1
 : 31	-3%	32%	2%	19%	7	1%	-21%
CC(=O)c1cc(C)ccc1OC(=O)c1ccncc1
 : 13	-2%	-2%	1%	-4%	-4	5%	5%
Cc1ccc(NC(=O)CSc2nccc(=O)[nH]2)c(S(=O)(=O)N2CCOCC2)c1
 : -24	1%	12%	-6%	-7%	-12	5%	-12%
Cc1cc(=O)c2ccccc2[nH]1
 : 4	1%	?	-3%	-9%	-6	9%	-9%
Brc1ccccc1-c1nnc2sc(Cc3ccccc3)nn12
 : -5	-48%[inhibitor]	30%	4%	2%	-10	12%	?
Cc1ccc(F)cc1-c1cc2nc(NCCCN(C)C)n(C)c(=O)c2s1
 : -11	-4%	9%	-6%	8%	-12	2%	9%
O=C(NCc1ccoc1)c1ccc(NC(=O)c2ccccc2Cl)cc1
 : -14	0%	-10%	8%	-5%	-12	12%	21%
Cc1ccc(NC(=O)COC(=O)Cc2c(F)cccc2Cl)cc1S(=O)(=O)N1CCOCC1
 : 5	16%	21%	5%	-16%	4	20%	0%
Cc1nnc(CN(C)C(=O)c2cc(COc3ccc(C)c(C)c3)on2)o1
 : 11	-1%	4%	8%	9%	-9	-4%	12%
Cc1ccc(CNC(=O)c2ccc(Cn3c(SCc4ccc(F)cc4)nc4cccnc43)cc2)o1
 : .	-3%	11%	.	.	4	.	5%

Continuation:
Each structure is followed by: D3 antag	Abeta rescue	FUS yeast rescue	aSyn yeast inh	EPAC2 antag	D3 ag	EPAC2 agonist	TDP-43 yeast inh
COc1ccc2[nH]c(=O)c(CN(Cc3cccnc3)C(=O)Nc3ccccc3)cc2c1
 : -5	-66%[inhibitor]	21%	28%	-10%	2	7%	0%
O=C(Nc1ccccc1C(=O)N1CCCC1)c1ccccc1
 : -9	-14%	-3%	-10%	-8%	-5	11%	-6%
O=C1C2CCCN2C(c2ccc(Br)cc2)N1c1ccc(F)cc1 (stereo unspecified)
 : -9	9%	-5%	0%	-2%	3	15%	20%
N#CCCN(C(=O)CN1CCN(S(=O)(=O)c2ccc3c(c2)OCCO3)CC1)c1ccc(F)cc1
 : -23	10%	.	-4%	-1%	-14	1%	19%
O=C(Nc1ccc2c(c1)OCO2)C1CCCN(c2nc3ccccc3s2)C1 (stereo unspecified)
 : 54	-1%	28%	-3%	1%	15	-1%	-1%
CCc1ccc2[nH]c(=O)c(C(c3nnnn3CCOC)N3CCN(c4ccccc4F)CC3)cc2c1 (stereo unspecified)
 : 3	19%	12%	11%	-6%	-7	2%	4%
CN(C(=O)c1cccc(S(=O)(=O)NCc2ccccc2)c1)C1CCCCC1
 : -11	8%	23%	8%	-4%	-2	7%	1%
CC1C=CCC2C(=O)N(c3ccc(OC(=O)c4ccco4)cc3)C(=O)C12 (stereo unspecified)
 : 11	17%	-16%	5%	-10%	4	5%	19%
COC(=O)N[C@H](c1ccccc1)[C@@]1(C)C[C@@H]1[C@@H](C)C(=O)Nc1ccc2ccccc2c1
 : -6	3%	35%	0%	-9%	-20	8%	13%
Cc1ccc(NC(=O)CSCC(=O)Nc2ccc(N3CCOCC3)cc2N2CCOCC2)cc1
 : 20	6%	20%	1%	-3%	1	-6%	6%

(continued)
Each structure is followed by: D3 antag	Abeta rescue	FUS yeast rescue	aSyn yeast inh	EPAC2 antag	D3 ag	EPAC2 agonist	TDP-43 yeast inh
CCCc1c(-c2ccc(F)cc2)ncn1CCc1ccccc1OC
 : 9	5%	9%	2%	?	8	9%	34%
COc1ccc(C(=O)Nc2ccccc2C(=O)NCc2cccnc2)cc1OC
 : 42	-2%	.	-9%	0%	17	0%	3%
Cc1cc(C)n(CCc2nc3c4ccccc4nc(SCc4ccc(Cl)cc4)n3n2)n1
 : .	2%	-5%	.	.	6	.	?
CC/C(=N\NC(=O)C1CCCC1)c1cccc(Br)c1
 : -5	-1%	2%	-3%	-2%	2	-5%	-5%
COc1ccc(Br)c(/C=N/NC(=O)COc2ccc(-c3ccccc3)cc2)c1
 : 11	11%	6%	6%	0%	0	-1%	11%
Cc1ccc(C2N3CC4(C)CN2CC(c2ccccc2)(C3)C4=O)cc1 (stereo unspecified)
 : .	3%	-17%	.	.	1	.	14%
CC(C)CC(C)NC(=O)c1ccc(C(F)(F)F)cc1 (stereo unspecified)
 : 25	-15%	-34%	3%	-7%	-9	-12%	-7%
COc1ccc(OC)c(NC(=O)c2ccccc2N(Cc2ccccc2)S(C)(=O)=O)c1
 : 4	27%	12%	2%	-9%	6	11%	22%
O=C(NCC(c1ccco1)N1CCc2ccccc21)C(=O)Nc1ccc(F)cc1F (stereo unspecified)
 : -26	1%	-2%	4%	7%	-11	3%	?
COc1cc(/C=N/n2c(COc3ccccc3)n[nH]c2=S)cc(OC)c1OC(C)=O
 : 1	-4%	-4%	2%	5%	0	-11%	?

Only D3 antag, TDP-43 yeast inh and FUS yeast rescue, for 2 of the compounds above:
SMILES	D3 antag	TDP-43 yeast inh	FUS yeast rescue
COc1ccc(OC)c(NC(=O)c2ccccc2N(Cc2ccccc2)S(C)(=O)=O)c1	4	22%	12%
Cc1cc(C)n(CCc2nc3c4ccccc4nc(SCc4ccc(Cl)cc4)n3n2)n1	.	?	-5%

(next part)
Each structure is followed by: D3 antag	Abeta rescue	FUS yeast rescue	aSyn yeast inh	EPAC2 antag	D3 ag	EPAC2 agonist	TDP-43 yeast inh
CC(C)(C)NC(=O)Nc1ccc(Cn2cc(C(F)(F)F)ccc2=O)cc1
 : 15	-5%	7%	4%	0%	-4	2%	16%
Cc1ccc(-n2c(C)cc(C(=O)OCC(=O)N3CCOCC3)c2C)cc1
 : 0	-6%	31%	14%	17%	-2	-2%	-19%
Cc1ccc(Sc2cc(Cl)nc(N)n2)cc1
 : 11	5%	-32%	1%	7%	-3	9%	23%
Cn1c(SCC(=O)NC2CC2)nnc1-c1ccco1
 : -11	-4%	21%	-5%	11%	-1	9%	-20%
CC(NC(=O)OCc1ccccc1)C(=O)NCC1CCCO1 (stereo unspecified)
 : 25	18%	0%	0%	6%	8	5%	5%
CCCCCn1c(NC(=O)c2ccco2)c(S(=O)(=O)c2ccc(C)cc2)c2nc3ccccc3nc21
 : 9	15%	?	1%	-4%	2	19%	-17%
COc1cccc(C(=O)NCc2ccc(-c3nc4ccccc4s3)cc2)c1
 : 0	5%	5%	1%	-5%	-3	-83%[15.6 µM]	-14%
CCCCN(C(=O)C1COc2ccccc2O1)c1c(N)n(CCC)c(=O)[nH]c1=O (stereo unspecified)
 : 14	-7%	-3%	-5%	-7%	-2	7%	21%
Cc1ccc(NC(=O)CN(C)C(=O)C2COc3ccccc3O2)cc1 (stereo unspecified)
 : -15	-2%	8%	2%	0%	-3	-1%	12%
COc1cccc(C(=O)N(Cc2ccc(C)o2)C2CCS(=O)(=O)C2)c1 (stereo unspecified)
 : .	1%	-12%	.	.	-7	.	0%

Further entries follow.
Each structure is followed by: D3 antag	Abeta rescue	FUS yeast rescue	aSyn yeast inh	EPAC2 antag	D3 ag	EPAC2 agonist	TDP-43 yeast inh
O=C(/C=C/c1ccccc1[N+](=O)[O-])c1ccc(F)cc1
 : ?	18%	-3%	-8%	-1%	-12	14%	?
CC[C@]12c3[nH]c4cc(-c5ccco5)ccc4c3CCN1C(=O)[C@@H](CC(=O)NCCC1=CCCCC1)C[C@@H]2C(=O)N1CCN(C(=O)C2CC2)CC1
 : ?	-1%	?	0%	16%	-2	-3%	11%
COc1ccc(-n2c(=O)c3sc4ccccc4c3n(Cc3ccccc3C)c2=O)cc1OC
 : .	-1%	-30%	.	.	11	.	11%
Cc1ccc2c(c1)C(=O)C(=O)N2c1ccc(Cl)cc1
 : -55*	6%	-3%	-8%	-9%	-56	-7%	0%
CN1C(=O)C2(OCCCO2)c2cc(Cl)ccc21
 : 3	6%	8%	4%	3%	10	5%	?
CCOC(=O)N1CCN(C(=O)CSc2nnc(-c3ccccc3OC)o2)CC1
 : ?	20%	6%	4%	10%	15	12%	0%
CCOc1cccc(CN2CCC(N3CCC(C(=O)NCC4CCCO4)CC3)CC2)c1 (stereo unspecified)
 : 1	0%	5%	-8%	0%	-4	6%	2%
O=C1/C(=C/c2cccs2)COc2ccccc21
 : ?	-18%	11%	11%	-5%	1	11%	26%
Cc1ccc2c(c1)NC(=O)C(CC(=O)NC1CCCCC1C)O2 (stereo unspecified)
 : 19	7%	-7%	0%	-4%	2	-5%	14%

Some of the compounds tested. The share of hits here may be higher or lower than overall.
